Screening data from PubChem.
TROY signal inh – blocks TROY-dependent signaling in reporter cells; Q293 LMP1-TROYcd NF-kB luciferase reporter, 4 h; inhibition, % at 10 µM; 0.98% of 360,000 active; AID 1347056;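 active = compounds whose plate-normalised and pattern-corrected inhibition of the luciferase reporter signal at the single screening dose is 50% or more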
SRC1 inh – inhibits human SRC1 coactivator; inhibition, % at 3.6 µM; 0.12% of 360,000 active; Q15788; HEK293 GAL4-SRC1 luciferase reporter, luminescence;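 active = inhibition above the campaign mean plus 3 SD, with each screening campaign given its own cutoff, cut at about 60% in these data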;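 also: 0% = DMSO treated cells and 100% = gossypol at 36 µM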
LMP1 NFkB inh – reduces LMP1-driven NF-kappaB luciferase signal; LMP1-induced NF-kappaB luciferase reporter cells, luminescence; inhibition, % at 12.5 µM; 0.69% of 350,000 active; AID 504558; in the data active = inhibition above about 41%;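 also: 0% = neutral control wells and 100% = reference inhibitor control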
NCOA3 inh – inhibitors of human steroid receptor coactivator 3 (SRC3); HEK293 GAL4-SRC3 luciferase reporter, luminescence; inhibition, % at 3.6 µM; 0.17% of 360,000 active; AID 588352;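 active = inhibition above a per-campaign cutoff, the mean of all compounds plus 3 SD, cut at about 60% in these data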;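 also: 0% = DMSO-treated cells and 100% = gossypol-treated cells at 36 µM; higher means less SRC3-driven luciferase light from the GAL4 reporter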
NR5A2 inv ag – inverse agonists of human LRH-1 (NR5A2). inhibition, % at 3.6 µM. HEK293T StAR-luciferase reporter, LRH-1 transfected, 24 h. 0.13% of 360,000 active. AID 602396;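 active = inhibition above the mean inhibition of all tested compounds plus 3 SD, cut at about 73% in these data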;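 also: 0% = DMSO wells and 100% = reporter-only cells lacking LRH-1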
Target sequence (O00482 whole entry, looked up): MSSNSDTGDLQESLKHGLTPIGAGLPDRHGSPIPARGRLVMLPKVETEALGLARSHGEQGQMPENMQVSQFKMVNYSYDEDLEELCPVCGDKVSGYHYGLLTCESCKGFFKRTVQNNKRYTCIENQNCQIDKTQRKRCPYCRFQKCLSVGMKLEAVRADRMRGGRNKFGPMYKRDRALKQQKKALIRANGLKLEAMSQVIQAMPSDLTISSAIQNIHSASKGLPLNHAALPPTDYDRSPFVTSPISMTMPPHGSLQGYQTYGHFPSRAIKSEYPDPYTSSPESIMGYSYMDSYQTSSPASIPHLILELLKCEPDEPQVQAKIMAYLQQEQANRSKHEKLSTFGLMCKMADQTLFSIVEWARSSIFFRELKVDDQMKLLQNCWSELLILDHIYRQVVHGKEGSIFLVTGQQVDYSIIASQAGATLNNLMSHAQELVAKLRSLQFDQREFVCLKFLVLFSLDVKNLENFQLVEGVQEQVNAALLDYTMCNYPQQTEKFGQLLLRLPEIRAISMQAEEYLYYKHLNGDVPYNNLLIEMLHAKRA
TRAIL sens C8 – caspase-8 TRAIL sensitization; inhibition (viability loss, TRAIL sensitization), % at 10 µM; NB7+C8 cells + TRAIL, ATPlite viability luminescence; 1% of 360,000 active;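 active = compounds causing at least 50% loss of cell viability in the single-dose screen, relative to plate controls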
CF NFkB block – blocks PAF-induced NF-kB reporter in cystic fibrosis cells. KKLEB NF-kB-GFP reporter, GFP fluorescence overnight. inhibition, % at 5 µM. 0.86% of 360,000 active;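 active = at least 50% inhibition at 5 µM, scaled per plate between neutral and stimulator controls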;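 also: PAF is a Pseudomonas aeruginosa culture filtrate used as stimulus; plate controls were PAF-stimulated DMSO wells for no effect and unstimulated DMSO wells for full effect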
COUP-TFII inh – NR2F2 (human) inhibition, primary screen. P24468. HEK293T NGFI-A luciferase reporter, luminescence. inhibition, % at 8.6 µM. 0.7% of 370,000 active. AID 686940;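 active = inhibition above a per-plate cutoff, mean inhibition of test wells between control levels plus 3 SD, cut at about 38% in these data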;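 also: cells cotransfected with COUP-TFII expression vector driving the NGFI-A reporter; 0% = median of COUP-TF2 test wells and 100% = reporter-only cells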
Target sequence (P24468 whole entry, looked up): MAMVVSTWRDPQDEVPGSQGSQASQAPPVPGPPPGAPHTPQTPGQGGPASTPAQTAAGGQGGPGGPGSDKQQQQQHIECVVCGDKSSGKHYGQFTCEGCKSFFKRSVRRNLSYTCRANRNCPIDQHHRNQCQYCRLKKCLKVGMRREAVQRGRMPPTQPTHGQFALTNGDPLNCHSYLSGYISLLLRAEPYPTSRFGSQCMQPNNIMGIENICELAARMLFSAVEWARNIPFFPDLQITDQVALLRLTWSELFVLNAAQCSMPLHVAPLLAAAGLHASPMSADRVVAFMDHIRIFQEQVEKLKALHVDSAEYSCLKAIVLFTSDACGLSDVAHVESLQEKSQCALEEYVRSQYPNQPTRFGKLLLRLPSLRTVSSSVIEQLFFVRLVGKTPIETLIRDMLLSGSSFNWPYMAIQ
KKLEB tox – reduces viability of KKLEB cystic fibrosis airway cells; 0.36% of 360,000 active; activity change (cytotoxicity), % at 5 µM; KKLEB CF airway cells viability, ATPlite luminescence, overnight; active compounds read low; cells stimulated with P. aeruginosa culture filtrate; AID 602141;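 active = corrected activity change at or below -50% at 5 µM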
TWEAK-Fn14 inh – blocks TWEAK-Fn14 interaction in a reporter cell assay | TWEAK-stimulated Fn14 reporter cells, luciferase luminescence, 8 h | inhibition, % at 10 µM | 2% of 360,000 active; in the data active = inhibition above about 50%
Shn3 inh set2 – Schnurri-3 reporter inhibition in Clone20 osteoblasts | inhibition, % at 12.5 µM | 0.52% of 360,000 active | Clone20 osteoblast Shn3 3'UTR firefly luciferase, 24 h;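 active = mean inhibition of at least 75% with every replicate also reaching 75%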;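 also: 0% = median of neutral control wells and 100% = pilot-screen positive control compound; some compounds past the cut are filed as inactive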
Starred values were filed as active, the others as inactive; . = not tested or not shown.

nr | Compound | TWEAK-Fn14 inh | NCOA3 inh | NR5A2 inv ag | CF NFkB block | KKLEB tox | COUP-TFII inh | LMP1 NFkB inh | SRC1 inh | Shn3 inh set2 | TRAIL sens C8 | TROY signal inh
1 | CN(CCc1ccccn1)C(=O)CCC1CCCN(C(=O)NC2CCCCC2)C1 (stereo not given) | -3 | 8 | 6 | 9 | -5 | -2 | -1 | -12 | -9 | 1 | -4
2 | Cc1ccc(C(=O)COc2ccccc2-c2ccccc2)cc1C | 1 | 7 | -2 | -6 | 9 | 9 | -10 | 10 | -6 | -10 | 13
3 | Cc1cccc(-c2ccc3[nH]c4c(c3c2)CCN2C[C@@H]([C@H](C)O)[C@@H](N(C)C(=O)NC3CCCCC3)C[C@@H]42)c1 | 17 | -16 | -15 | 17 | -2 | -1 | 14 | -1 | 7 | 24 | -11
4 | CCOc1cccc(-c2c(C(=O)N/N=C(\C)c3cccnc3)nnn2-c2nonc2N)c1 | -16 | -29 | -14 | 8 | -5 | 8 | 4 | 10 | 10 | 0 | -21
5 | CN(C)c1nc(Nc2ccc(Cl)c(Cl)c2)nc(N(C)C)n1 | 12 | -9 | 4 | 14 | -7 | -4 | 15 | 5 | 19 | 0 | 0
6 | CCC(CC)C(=O)c1c[nH]c(C(=O)NCCCn2ccnc2)c1 | 3 | 12 | 9 | 7 | -9 | 4 | 10 | -16 | -5 | -10 | -2
7 | CC1(CCC(=O)N2CCCC(N3CCN(c4cccc(C(F)(F)F)c4)CC3)C2)CC1 (stereo not given) | -2 | 6 | 0 | 5 | -9 | -2 | 3 | -18 | 6 | 7 | 11
8 | Cc1cccc(Nc2nc(-c3ccccc3)c(C(=O)Nc3cccnc3)s2)c1 | 36 | -9 | -58 | 7 | -11 | -7 | -13 | -47 | -52 | 3 | -14
9 | COc1ccc(C2=C(C)C(N3CCN(C(=O)c4ccco4)CC3)=NS2(=O)=O)cc1 | 1 | 5 | 5 | -3 | 5 | 11 | -1 | -5 | -16 | -11 | -6
10 | COC(=O)c1ccc(NC(=O)C(=O)N2CCN(C(=S)Nc3ccc(OC)cc3)CC2)cc1 | -1 | 14 | 24 | 7 | -8 | 3 | -4 | 4 | 39 | 10 | 10
11 | O=C(Nc1cccc2ncccc12)c1ccc(-c2ccc(Cl)cc2Cl)o1 | -17 | 6 | -24 | -12 | -6 | -1 | 3 | -3 | -8 | 5 | -4
12 | COc1ccc(NC(=O)COC(=O)c2ccc(S(=O)(=O)N(C)c3ccccc3OC)cc2)cc1OC | 7 | 11 | -10 | -18 | -8 | 13 | 7 | 3 | -9 | -4 | 8
13 | CC(C)C(NC(=O)c1ccccc1NC(=O)c1ccccc1)C(=O)NCCCn1ccnc1 (stereo not given) | 2 | -6 | -1 | -20 | -1 | . | -2 | -16 | 1 | -2 | -43
14 | COc1ccc(CNc2nc(-c3ccccc3)nc3ccccc23)cc1OC | 8 | 6 | -1 | 15 | -4 | 17 | 9 | -6 | 8 | 6 | 32
15 | CCn1c(SCC(=O)Nc2ccc(C)cc2)nc2nc3c(cc2c1=O)COC(C)(C)C3 | -15 | 5 | 12 | 10 | -17 | -7 | 9 | -4 | 18 | 10 | -6
16 | COc1ccc(C(c2nnnn2C2CCCC2)N2CCC(C)CC2)c(OC)c1 (stereo not given) | 5 | 1 | -22 | 10 | 0 | -8 | 13 | 5 | -1 | -2 | -5
17 | CN(C(=O)CSc1ncnc2scc(-c3ccccc3)c12)C1CCS(=O)(=O)C1 (stereo not given) | -20 | 7 | 0 | 8 | -16 | -13 | 0 | -7 | 2 | -3 | 0
18 | COC(=O)c1c(C(=O)NCc2ccccc2)ncn1CC(O)COc1ccccc1 (stereo not given) | -3 | 12 | 12 | 3 | -18 | -4 | -5 | -15 | -4 | -7 | -6
19 | C#CC[N+]1(CC#Cc2cccc3ccccc23)CCOCC1 | -14 | 12 | 4 | -6 | 8 | 15 | 5 | -14 | -2 | -8 | -20
20 | CCCCC1CCC(C(=O)NCc2ccc3c(c2)OCO3)CC1 (stereo not given) | 6 | 4 | -15 | -27 | -13 | 18 | 0 | -6 | 2 | -7 | 9
21 | O=C(CNC(=O)c1ccc(Br)cc1)OC1CCOC1=O (stereo not given) | -2 | 10 | 28 | -35 | -1 | -9 | -17 | -6 | -12 | -3 | 4
22 | CC(=O)Nc1ccc(S(=O)(=O)Nc2ccc(Cl)nn2)cc1 | 12 | 4 | 12 | -8 | 6 | -14 | -1 | 2 | -6 | -11 | -8
23 | Cc1cc2nc(C3CCN(Cc4nnnn4Cc4ccccc4)CC3)[nH]c2cc1C | -17 | 23 | 23 | -7 | -4 | -5 | 34 | 16 | 67 | 29 | 4
24 | CCCOc1ccc(OCCOCCN2CCc3ccccc3C2)cc1 | -3 | -2 | 18 | -6 | 7 | -22 | -9 | -22 | 55 | 13 | -31
25 | COc1ccc(Cl)cc1NS(=O)(=O)c1c(C)[nH]c(=O)[nH]c1=O | 12 | 9 | 8 | 2 | 6 | 11 | 6 | 4 | -27 | 6 | -3
26 | O=C(c1cnc2n(c1=O)CCS2)N(c1ccccc1)C1CCCCC1 | 4 | 20 | -6 | -15 | 0 | 0 | -8 | -9 | 1 | 10 | -2
27 | Cc1cccc(OCCCc2c(C)n[nH]c2C)c1 | 1 | 0 | -6 | 8 | -12 | 18 | -11 | -6 | 0 | 10 | 8
28 | c1ccc(-c2cc3c(N4CCN(c5ncccn5)CC4)ncnc3s2)cc1 | 32 | 14 | -9 | 18 | -3 | -10 | 2 | -8 | 28 | -7 | 40
29 | Cc1oc(-c2cc(F)ccc2F)nc1CN1CCN(c2ncnc3ccccc23)CC1 | 52* | 28 | 16 | 14 | -5 | 43* | 19 | 6 | 75 | 35 | 28
30 | CC(C)(C)c1ccc(OCC(=O)Nc2ccc3c4c(cccc24)C(=O)NC3=O)cc1 | -44 | 5 | 0 | -60 | -9 | -10 | -1 | -8 | 7 | 1 | -2
31 | COc1ccccc1C(=O)NC(=O)COC(=O)CNC(=O)c1ccccc1F | 3 | -3 | -23 | 12 | -5 | -2 | 0 | -10 | 13 | -11 | 8
32 | O=C(Nc1ccc2c(c1)CN(Cc1ccc(CO)o1)CC2)c1ccc(C(F)(F)F)cc1 | 2 | -1 | -2 | -5 | 2 | 7 | 5 | -15 | -13 | 14 | -8
33 | C[C@H](NC(=O)c1nc[nH]c1C(=O)N1CCc2ccccc2C1)C(=O)OC(C)(C)C | -5 | -47 | -13 | -24 | 0 | 2 | -4 | -5 | -9 | -9 | 11
34 | O=C(c1ccc(N2CCOCC2)cc1[N+](=O)[O-])N1CCOCC1 | -23 | -5 | 4 | 1 | 4 | 0 | 2 | -8 | -9 | -26 | -15
35 | CC(C)OCC(O)CS(=O)Cc1ccccc1 (stereo not given) | 11 | -15 | 3 | 2 | 13 | 6 | -1 | -4 | -4 | 8 | -1
36 | Cc1sc2ncnc(N[C@@H](Cc3ccccc3)C(=O)O)c2c1C | 22 | 4 | -17 | 9 | 3 | 7 | 1 | 8 | 1 | -27 | 18
37 | CC(C)CNS(=O)(=O)c1ccc(OCC(=O)Nc2ccc(F)cc2F)cc1 | -8 | 1 | -21 | -5 | 9 | 19 | -3 | -1 | 1 | -8 | 5
38 | Cc1nc2c3ccccc3nc(NNC(=O)CCC(=O)NC3CCCC3)n2n1 | -2 | 4 | 10 | 3 | 10 | 6 | -1 | -3 | 1 | -12 | 1
39 | Cc1cc(C)cc(N(C(=O)c2sc(C)nc2C)C(C(=O)NC(C)(C)C)c2ccncc2)c1 (stereo not given) | 1 | 3 | 0 | 11 | -1 | -14 | -3 | -10 | -3 | 1 | -5
40 | O=C(NCc1ccco1)c1cc2cc(Br)ccc2o1 | 22 | -13 | -43 | -1 | 25 | -13 | -16 | -49 | -55 | 0 | 20
41 | Cc1cc(CNC(=O)c2cc(COc3c(F)cccc3F)on2)nn1C | 0 | 6 | -6 | 6 | 3 | -24 | 7 | -3 | -13 | -2 | -2
42 | O=C(CSc1ccc(Cl)cc1)N1CCN(c2ccc([N+](=O)[O-])cc2Cl)CC1 | 8 | 17 | 2 | -6 | -1 | 15 | 11 | 5 | 20 | 13 | 9
43 | Cc1ccc(CN(C)C(=O)CN2C(=O)NC3(CCCC3)C2=O)o1 | 9 | 7 | 8 | 9 | -15 | 0 | -3 | -6 | -7 | -3 | -15
44 | COC(=O)C1=C(C(=O)OC)[C@@H]2N(C)c3ccc(OC)cc3[C@@]23C[C@@H](C(=O)OC)N(C(=O)c2ccc(Br)cc2)C3=N1 | 53* | 2 | 23 | 55* | -5 | -5 | -1 | -8 | 34 | 12 | 19
45 | Brc1ccc(-c2ncc(-c3ccccc3)cn2)cc1 | 52* | -88 | -56 | -36 | 13 | -37 | -24 | -82 | -72 | 10 | -9
46 | CCOC(=O)N1CCC(N(C(=O)Nc2ccc(Cl)c(Cl)c2)C(C)CC)CC1 (stereo not given) | -7 | 24 | 3 | 12 | -2 | -3 | 7 | -16 | 14 | 8 | -22
47 | CCN(CC)S(=O)(=O)c1ccc2[nH]c(=O)cc(C(=O)Nc3ccccc3N3CCOCC3)c2c1 | -9 | 15 | 3 | 9 | -6 | -2 | -3 | 3 | -8 | 0 | 10
48 | CCOC(=O)CC1COCCN1Cc1cn[nH]c1-c1cc(OC)c(OC)c(OC)c1 (stereo not given) | 0 | 13 | 16 | 7 | -4 | -17 | -2 | -11 | -6 | -20 | 6
49 | C#Cc1ccc([C@H]2C=C(C(=O)N3CCN(Cc4ccccc4)CC3)O[C@@H](OCC)[C@@H]2CCCO)cc1 | 10 | -6 | 3 | 6 | -2 | 16 | 3 | -1 | -24 | -4 | 2
50 | Cc1ccc(-c2nn(C)c(=O)c3ccccc23)cc1S(=O)(=O)NCCN1CCOCC1 | -5 | 7 | 24 | 3 | -9 | -8 | -1 | -10 | -3 | 10 | -12

Whole records from above:
Cc1cccc(OCCCc2c(C)n[nH]c2C)c1 in the list: TWEAK-Fn14 inh = 1; NCOA3 inh = 0; NR5A2 inv ag = -6; CF NFkB block = 8; KKLEB tox = -12; COUP-TFII inh = 18; LMP1 NFkB inh = -11; SRC1 inh = -6; Shn3 inh set2 = 0; TRAIL sens C8 = 10; TROY signal inh = 8
Cc1nc2c3ccccc3nc(NNC(=O)CCC(=O)NC3CCCC3)n2n1 in the list: TWEAK-Fn14 inh = -2; NCOA3 inh = 4; NR5A2 inv ag = 10; CF NFkB block = 3; KKLEB tox = 10; COUP-TFII inh = 6; LMP1 NFkB inh = -1; SRC1 inh = -3; Shn3 inh set2 = 1; TRAIL sens C8 = -12; TROY signal inh = 1

(listing goes on)
nr | Compound | TWEAK-Fn14 inh | NCOA3 inh | NR5A2 inv ag | CF NFkB block | KKLEB tox | COUP-TFII inh | LMP1 NFkB inh | SRC1 inh | Shn3 inh set2 | TRAIL sens C8 | TROY signal inh
51 | COc1ccccc1C(=O)NCCN=C1NS(=O)(=O)c2ccccc21 | -27 | 11 | -12 | -8 | -3 | -15 | -8 | 7 | -64 | -4 | -3
52 | CCc1ccc(NC(=S)Nc2cccc3cnccc23)cc1 | 10 | -18 | -5 | -5 | -1 | -6 | -37 | -34 | -37 | 7 | 24
53 | CN(C(=O)CN1C(=O)S/C(=C\c2ccccc2Cl)C1=O)C1CCS(=O)(=O)C1 (stereo not given) | 58* | 5 | 7 | -33 | 3 | -16 | -6 | 13 | -14 | 10 | -11
54 | CCC(CC)NC(=O)Nc1cccc(C)c1C | -1 | 17 | 1 | 13 | -3 | -6 | 0 | 6 | -2 | -6 | -1

An excerpt; count on the stated rates, not on these rows.
